Compound activity from PubChem.
MCL1-BIM inh: inhibitors of human MCL1 binding to BIM-BH3 peptide; AID 2057; 320,000 tested, 0.68% active; inhibition, % at 10.9 µM; GST-MCL1 / FITC-Bim-BH3 fluorescence polarization; Q07820;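 active = inhibition above the mean inhibition of all tested compounds plus 3 SD, set per campaign, cut at about 40% in these data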;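 also: 0% = DMSO wells and 100% = unlabeled Bim-BH3 peptide control; higher means more loss of mP so more displacement of Bim peptide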
Bcl-xL primary: inhibitors of human Bcl-xL. Q07817. GST-Bcl-xL / FITC-Bim BH3 peptide fluorescence polarization. inhibition, % at 10.9 µM. 320,000 tested, 0.7% active;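 active = inhibition above the mean of all tested compounds plus 3 SD, cutoff set per campaign, cut at about 30% in these data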;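 also: 0% = DMSO wells and 100% = unlabeled Bim-BH3 peptide competitor; inhibitors lower millipolarization by displacing the labeled peptide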
Target sequence (Q07817 whole entry, looked up): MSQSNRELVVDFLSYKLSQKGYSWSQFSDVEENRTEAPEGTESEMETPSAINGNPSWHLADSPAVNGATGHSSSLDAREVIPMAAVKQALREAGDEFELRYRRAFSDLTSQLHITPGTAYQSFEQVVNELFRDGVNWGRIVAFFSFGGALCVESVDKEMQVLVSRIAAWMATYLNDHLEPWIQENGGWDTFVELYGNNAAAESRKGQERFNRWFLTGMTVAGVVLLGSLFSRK
Efflux pump inh: antifungal efflux pump inhibition, Nile Red retention; S. cerevisiae Candida pump triplex; inhibition, % at 10 µM; 330,000 tested, 0.44% active;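 active = plate passing quality check with inhibition over a set limit, or well fluorescence over plate mean plus 4 SD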;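 also: Nile Red retained in pooled yeast measured as flow cytometry median fluorescence; 0% = buffer negative control and 100% = Enniatin B positive control; higher means more Nile Red kept so more efflux inhibition; some compounds called inactive have numbers as strong as hits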
ZTA DNA inh: ZTA (EBV) inhibition in EBNA-1 counter-screen | ZTA-DNA binding, fluorescence polarization | P03206 | 320,000 tested, 0.15% active | inhibition, % at 11 µM | AID 2234; in the data active = inhibition above about 33%
Target sequence (P03206 whole entry, looked up): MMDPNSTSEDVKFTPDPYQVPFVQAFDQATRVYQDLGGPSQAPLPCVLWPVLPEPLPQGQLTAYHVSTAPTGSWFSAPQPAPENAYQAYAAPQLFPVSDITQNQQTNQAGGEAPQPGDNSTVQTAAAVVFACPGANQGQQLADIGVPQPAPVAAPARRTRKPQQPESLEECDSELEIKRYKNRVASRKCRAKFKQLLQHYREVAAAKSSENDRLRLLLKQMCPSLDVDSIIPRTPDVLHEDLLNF
Fam108B inh: counter-screen for RBBP9 inhibitors: inhibitors of mouse Fam108B; recombinant Fam108B, FP-Rh probe fluorescence polarization; inhibition, % at 9.51 µM; 300,000 tested, 0.33% active; AID 1947;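 active = inhibition above the screen mean inhibition plus 3 SD, computed separately per campaign, cut at about 18% in these data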;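 also: inhibitors lower polarization as less probe binds the enzyme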
CR mimetic SO: caloric restriction mimetics inhibiting age-related superoxide in yeast; S. cerevisiae aged cells, superoxide DHE fluorescence; hits give low values; superoxide response (% of plate mean), % at 10 µM; 330,000 tested, 0.18% active; AID 2690;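 active = superoxide response under a set limit, about three screen SD below normal, cut at about 65% in these data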;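 also: yeast aged for seven days with compound at 30 °C before DHE staining; 100% = average MFI of all compound-treated wells on the plate with controls excluded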
MEX-5 binding: C. elegans MEX-5 TCR-2 RNA binding activity; MEX-5/FITC-TCR2 RNA binding, fluorescence polarization; hits give low values; activity score (negative = inhibition of binding), % at 10 µM; 300,000 tested, 0.38% active; AID 1832;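 active = inhibition past about -25% in most replicates, and total fluorescence under double the plate's negative control median, limit read from the data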;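 also: 0% = DMSO and -100% = 5 µM competing unlabeled TCR2 RNA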
Target sequence (Q9XUB2 whole entry, looked up): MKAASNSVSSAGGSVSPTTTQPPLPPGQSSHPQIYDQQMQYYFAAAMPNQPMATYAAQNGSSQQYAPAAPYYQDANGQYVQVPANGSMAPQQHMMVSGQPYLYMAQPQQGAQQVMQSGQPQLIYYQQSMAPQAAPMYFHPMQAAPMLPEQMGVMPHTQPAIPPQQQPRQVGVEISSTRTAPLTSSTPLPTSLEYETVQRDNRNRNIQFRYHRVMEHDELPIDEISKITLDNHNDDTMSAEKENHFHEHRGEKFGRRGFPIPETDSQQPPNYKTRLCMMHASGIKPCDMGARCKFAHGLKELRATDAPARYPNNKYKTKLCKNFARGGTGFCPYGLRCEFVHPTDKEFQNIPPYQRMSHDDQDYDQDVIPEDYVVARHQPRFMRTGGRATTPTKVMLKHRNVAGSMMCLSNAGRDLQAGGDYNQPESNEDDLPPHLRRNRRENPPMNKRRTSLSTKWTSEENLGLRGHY
GLD-1 RNA inh: GLD-1-TGE RNA interaction inhibition (C. elegans) | inhibition, % at 5.96 µM | Q17339 | 320,000 tested, 0.44% active | purified GLD-1 + fluorescein TGE RNA, fluorescence polarization;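 active = percent inhibition above a per-plate cutoff, the plate mean of test compounds plus 3 SD, cut at about 30% in these data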;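 also: 0% = DMSO wells with GLD-1 and probe and 100% = wells lacking GLD-1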
EBNA-1 inh: blocks EBNA-1 binding to DNA; 300,000 tested, 0.34% active; EBNA-1 DNA binding, fluorescence polarization; inhibition, % at 14.8 µM; AID 1950; in the data active = inhibition above about 28%
* = called active by the depositor; nt = not tested or not shown. No enrichment for hits; 2.3% or so of the library scored in one or more.

SMILES	MCL1-BIM inh	Bcl-xL primary	Efflux pump inh	ZTA DNA inh	Fam108B inh	CR mimetic SO	MEX-5 binding	GLD-1 RNA inh	EBNA-1 inh
CC(C)N1CCc2c(sc(NC(=O)C3CCCCC3)c2C(N)=O)C1	-4	-2	-0.1	-1	0	98	-0.7	-7	-8
Cc1nn2c(SCC(=O)c3cccs3)cc(C(C)(C)C)nc2c1-c1ccccc1	14	5	0.0	-1	-3	101	-0.8	3	3
COc1ccc(CCNS(=O)(=O)c2ccc(-n3cnnn3)c(OC)c2)cc1OC	-2	-1	0.0	9	3	101	-0.8	-4	-17
Cc1cc(NC(=O)Cc2cc(F)cc(F)c2)no1	-2	2	-0.1	3	4	116	1.2	4	-8
COc1ccc(CCNC(=O)COC(=O)c2cc(S(=O)(=O)NCc3ccccc3)ccc2O)cc1OC	3	0	0.1	-11	2	79	1.4	3	-5
CN1C2CCC1CC(NC(=O)CSc1ccc(C(C)(C)C)cc1)C2 (stereo not given)	4	2	-0.1	13	-1	95	0.1	-2	6
Cc1cccc(Cn2c(N(C)CCO)nc3c2c(=O)[nH]c(=O)n3C)c1	3	4	0.1	-1	0	95	-0.8	8	2
CN1CCC(OC(=O)COc2ccc(Cl)cc2Cl)CC1	-3	-2	0.2	7	2	99	-0.5	-15	11
COc1cc(C2C(C#N)=C(N)Oc3n[nH]c(-c4ccccn4)c32)cc(OC)c1OC (stereo not given)	4	2	0.2	-25	-1	86	-0.3	11	-9
COC(=O)c1c(N)sc2c1CC(C)(C)OC2	-5	2	0.0	2	0	103	nt	3	-5
c1ccc(Sc2ccccn2)cc1	2	3	-0.2	10	2	105	-0.2	-1	6
CCOc1ccc(-n2c(SCC(=O)N3CCC(C(=O)O)CC3)nc3ccccc3c2=O)cc1	1	4	-0.1	0	1	97	-2.0	-6	-1

Limited to MCL1-BIM inh, CR mimetic SO and Bcl-xL primary (four entries from above):
molecule,MCL1-BIM inh,CR mimetic SO,Bcl-xL primary
Cc1cc(NC(=O)Cc2cc(F)cc(F)c2)no1,-2,116,2
CC(C)N1CCc2c(sc(NC(=O)C3CCCCC3)c2C(N)=O)C1,-4,98,-2
c1ccc(Sc2ccccn2)cc1,2,105,3
COc1ccc(CCNS(=O)(=O)c2ccc(-n3cnnn3)c(OC)c2)cc1OC,-2,101,-1

(listing goes on)
SMILES	MCL1-BIM inh	Bcl-xL primary	Efflux pump inh	ZTA DNA inh	Fam108B inh	CR mimetic SO	MEX-5 binding	GLD-1 RNA inh	EBNA-1 inh
CCc1nnc(NC(=O)CSc2nnc(-c3ccoc3C)n2CC(C)C)s1	0	3	-0.1	10	-1	103	0.3	-8	0
CC(C)(C)c1ccc(OC2=CS(=O)(=O)c3ccccc32)cc1	4	4	0.2	-16	3	97	-2.3	-1	-18
N#Cc1ccc(OCC(=O)NCCN2CCOCC2)cc1	0	2	-0.1	-5	nt	122	nt	6	nt
CC(NC(=O)COc1ccc(/C=N/NS(=O)(=O)c2ccccc2)cc1)c1ccccc1 (stereo not given)	-8	-1	0.1	1	-1	107	1.5	4	-5
COc1ccc(CN(CC2CCC(C(=O)O)CC2)C(=S)Nc2cccc(C)c2)cc1 (stereo not given)	7	4	-0.3	-18	4	88	0.2	6	-1
Cc1occc1C(=O)N/N=C/C=C/c1ccc(N(C)C)cc1	-16	-7	-0.1	20	0	95	-0.9	-18	9
CCC(=O)OC1CSc2nc3ccccc3n2C1 (stereo not given)	-5	3	-0.1	-8	-1	78	-0.2	1	7
O=C(Nc1ccc2c(c1)OCO2)C1CC(=O)N(c2ccccc2)C1 (stereo not given)	9	5	0.1	4	2	89	-2.1	-3	-9
CCOc1cccc(-c2c(C(=O)N/N=C/c3cccnc3)nnn2-c2nonc2N)c1	1	2	0.2	11	-8	124	-0.5	-5	-10
Cc1cc(NC(=O)COc2ncnc3sc(C)c(C)c23)no1	4	7	-0.2	-20	-1	100	-0.2	2	1
O=C(C(=S)N1CCOCC1)c1c[nH]c2ccccc12	-5	-3	0.0	0	1	98	-2.3	-3	4
Cn1c(=O)c2c(nc(N3CCN(c4ccccn4)CC3)n2Cc2ccccc2Cl)n(C)c1=O	-4	1	0.0	-18	1	111	-1.2	4	7
CCCOP(=O)(c1ccc(N(C)C)cc1)C(O)c1ccccc1OC (stereo not given)	9	3	0.0	-8	-2	109	-0.9	0	0
CC1CC(NC(=O)c2ncn[nH]2)CC(C)(C)C1 (stereo not given)	8	8	-0.1	-21	0	89	5.9	6	6
O=C(NC1CCSc2ccccc21)c1cccc(Br)c1 (stereo not given)	-2	0	0.1	4	-2	101	-2.3	0	-7
CC(C(=O)N1CCCCC1)n1sc2ccccc2c1=O (stereo not given)	1	4	0.0	1	0	92	0.1	4	-2
Cc1cc(=O)n2nc(-c3ccccc3)sc2c1C#N	8	8	0.0	-2	-1	106	-3.7	4	-1
C=CCn1c(SCc2cc(C(C)=O)ccc2OCC)nc2ccccc2c1=O	-4	0	0.2	-5	-2	121	nt	4	-5
Cc1ccc(NC(=O)NNC(=O)CN2C(=O)COc3ccccc32)cc1	4	-1	0.1	-3	1	88	-1.3	-2	2
CN(C)S(=O)(=O)c1ccc(/C(O)=C2/C(=O)C(=O)N(Cc3cccnc3)C2c2ccco2)cc1 (stereo not given)	-2	6	0.1	1	-2	93	-7.4	12	7
O=C(NCc1ccco1)/C(=C\c1cccc([N+](=O)[O-])c1)NC(=O)c1ccco1	1	4	0.4	11	-2	124	1.2	0	12
CCOC(=O)C(NCCc1ccccc1)(NC(C)=O)C(F)(F)F (stereo not given)	-2	-7	0.0	-18	-5	106	-0.9	6	-3
Cc1ccc(S(=O)(=O)Oc2ccccc2/C=N/N=C(N)N)cc1	3	-3	0.1	15	2	87	0.9	1	8
COC(=O)N1C(=O)[C@](c2ccccc2)(C(C)C)N1C(=O)OC	0	2	-0.2	-6	-4	76	0.4	8	3
Cc1noc(C)c1COC(=O)CCCNC(=O)c1ccc(Cl)cc1	2	6	-0.2	-1	4	95	1.1	5	1
COC(=O)CSc1nnc(-c2ccncc2)n1N	2	0	0.0	-7	4	99	1.1	0	10
Cn1c(CCNC(=O)c2ccco2)nc2cc([N+](=O)[O-])ccc21	5	0	-0.5	19	-7	102	0.5	6	5
Cc1ccc(NC(=S)NCc2ccccc2)cc1S(=O)(=O)N1CCCCC1	13	4	0.1	-7	-3	99	-2.4	1	0
CCOC(=O)N1CCN(C(=O)CSc2nnc(CNC(=O)c3c(F)cccc3Cl)o2)CC1	6	-1	-0.1	1	2	90	-0.8	2	6
Cc1ccc(SCCOCCN2CCOCC2)cc1	-2	-1	-0.1	-3	-2	100	-4.5	0	9
O=C(O)CCCC(=O)OCCCCc1cccs1	9	5	-0.1	1	-1	93	-2.0	4	8
CS(=O)(=O)N(Cc1ccco1)Cc1ccccc1Cl	0	4	-0.1	-15	-1	110	3.4	4	-11
O=C(Nc1nc2ccccc2n1CCN1CCCCC1)c1ccc(Cl)cc1	5	1	0.1	-3	0	103	1.5	-4	-4
CC(C)(C)c1ccc(OCC(O)CN2CCN(C(=O)c3ccccc3)CC2)cc1 (stereo not given)	0	5	0.5	-3	-3	104	-2.6	-5	-16
C=CC(n1cncn1)C(O)(c1ccccc1)c1ccccc1 (stereo not given)	-2	1	0.0	-9	2	100	0.7	4	-4
CCCOc1ccc(N2C(=O)CC(N3CCN(c4nc5ccccc5s4)CC3)C2=O)cc1 (stereo not given)	4	6	0.0	16	6	100	0.5	8	5
COc1ccc2cc(C(=O)N3CCN(c4ccccc4OC)CC3)[nH]c2c1	5	0	0.0	4	-1	98	0.2	-4	16
O=C(OCC1O[C@@H](OC(=O)c2cc(O)c(O)c(O)c2)[C@@H](OC(=O)c2cc(O)c(O)c(O)c2)[C@@H](OC(=O)c2cc(O)c(O)c(O)c2)[C@@H]1OC(=O)c1cc(O)c(O)c(O)c1)c1cc(O)c(O)c(O)c1 (stereo not given in full)	75*	10	-0.1	57*	62*	89	nt	35*	37*
COc1ccc(CN(CC(=O)NCc2ccccc2)C(=O)CCC(=O)Nc2nccs2)cc1	1	5	0.1	10	1	110	1.9	-4	6
CCn1ncc(C2=NOC(C(=O)NCC(C)C)C2)c1C (stereo not given)	4	2	0.0	5	-4	108	0.6	4	0
COCCN(CCOc1cc(C)cc(C)c1)Cc1ccc(Cl)cc1	5	3	-0.6	-10	-3	82	-2.1	2	-10
CO/N=C(/CNC(=O)c1cccc(Cl)c1)c1ccc(Cl)cc1	2	2	0.1	-10	5	103	0.8	2	-10
CC1(C)Cc2c(cnn2-c2cccc(F)c2)C(NC(=O)CSc2ccccn2)C1 (stereo not given)	5	6	-0.1	-7	4	109	-44*	-1	2
COc1ccc(NC(=O)c2cc3c(=O)n(C)c4ccccc4c3n2C)cc1Cl	-1	1	-0.1	-1	-5	115	-0.9	-7	3
CCC1(CC)C(=O)NC(=O)NC1=Nc1cccc(OC)c1	0	3	0.0	-3	-5	101	0.4	5	-2
Cc1cc(NS(=O)(=O)c2ccc(NC(=O)COc3cc(C)c(Cl)c(C)c3)cc2)no1	7	6	-0.4	9	nt	97	nt	4	nt
CCNC(=S)N/N=C/c1cc(Br)cc(Br)c1OC	-1	6	-0.2	-19	-2	87	-0.4	1	10
COC(=O)CSc1nnc(COc2ccc([N+](=O)[O-])cc2)n1C	-8	-6	-0.1	-1	0	97	3.9	8	0
COc1ccc(C2C(C#N)=C(N)Oc3cc(C)n(Cc4ccco4)c(=O)c32)cc1 (stereo not given)	-1	4	0.0	10	-4	104	0.5	-4	-8
COc1ccccc1N1CCN(/N=C/c2cccc(O)c2)CC1	6	1	0.2	-1	1	94	-1.4	-15	-4
CCCN(CCC)c1nc(C)cc(C(C#N)c2nc3ccccc3o2)n1 (stereo not given)	7	7	-0.1	-7	-1	110	-1.0	-8	1
O=C(CN(C(=O)CNS(=O)(=O)c1ccc(F)cc1)c1ccccc1)NCc1ccco1	4	0	-0.3	-11	-4	100	-0.2	-1	5
CC(C)(C)SCCNC(=O)CN1C(=O)c2ccccc2S1(=O)=O	-5	-1	0.0	-10	0	101	1.5	2	-9
CC(=O)Nc1sc(N/N=C\c2ccc(O)cc2)nc1-c1cccs1	3	4	0.0	-9	6	101	-4.5	4	-12
Cc1ccc(NC(=O)CSc2ccc3c(c2)OCCO3)nc1	4	2	0.0	2	-2	100	-0.7	7	1
CC(C)N(Cc1nc(-c2ccccc2)no1)C(=O)C1CCCCC1	-10	3	-0.1	8	3	128	nt	4	1
CCN(CC)S(=O)(=O)c1ccc(N2CCCC2)c(NC(=O)c2nn(C)c(=O)c3ccccc23)c1	0	3	0.0	8	nt	87	nt	5	nt
O=C(c1ccccc1)N1N=C(c2ccc(F)cc2)CC1(O)C(F)(F)F (stereo not given)	-2	5	0.0	3	2	102	0.7	1	4
Cc1cccc(N2CCN(Cc3cn(C)nc3-c3ccccc3F)CC2)n1	6	8	0.0	-4	5	95	-2.1	5	7
O=C(O)c1cccc(COc2ccc3c(c2)CCC3)c1	-1	3	-0.1	-5	5	95	0.3	0	-8
CCOCCCNC(=O)CN1C(=O)CSc2ccccc21	4	-1	-0.2	-15	2	92	-3.0	-13	-5
